Screening data: PubChem, several laboratories
3CLpro inhibitor: SARS-CoV 3CLpro protease inhibition; recombinant SARS-CoV 3CLpro, quenched FRET peptide cleavage; inhibition, % at 6 µM; actives 0.14% (n = 290,000); AID 1706; in the data active = inhibition above about 12%
Vc quorum ag: inducers of Vibrio cholerae quorum light production without autoinducers | V. cholerae BH1578 lux reporter, luminescence, 6 h | activation, % at 18.7 µM | actives 0.16% (n = 350,000); in the data active = activation mostly above about 9.7%, no sharp cut-off; inconclusive = no clear call, values can overlap the other calls; inactive = mostly below about 3.7%; note: not every result past the cut was called active; inactives centre near 0; reference of the scale not given here
PrPC TRFRET: reduces human prion protein on the cell surface. cell surface PrPC, TR-FRET read-out. P04156. AID 720596. actives 0.43% (n = 370,000). inhibition, % at 13.8 µM; in the data active = inhibition above about 24%; note: 0% = median of the test wells and 100% = reference compound wells
Anthrax LF inh2: blocks Bacillus anthracis lethal factor protease. multiplex microsphere protease cleavage assay, LF. inhibition, % at 10 µM. actives 0.12% (n = 360,000); note: plate controls were buffer without enzyme for full effect and enzyme alone for no effect
Target sequence (P15917 whole entry, looked up): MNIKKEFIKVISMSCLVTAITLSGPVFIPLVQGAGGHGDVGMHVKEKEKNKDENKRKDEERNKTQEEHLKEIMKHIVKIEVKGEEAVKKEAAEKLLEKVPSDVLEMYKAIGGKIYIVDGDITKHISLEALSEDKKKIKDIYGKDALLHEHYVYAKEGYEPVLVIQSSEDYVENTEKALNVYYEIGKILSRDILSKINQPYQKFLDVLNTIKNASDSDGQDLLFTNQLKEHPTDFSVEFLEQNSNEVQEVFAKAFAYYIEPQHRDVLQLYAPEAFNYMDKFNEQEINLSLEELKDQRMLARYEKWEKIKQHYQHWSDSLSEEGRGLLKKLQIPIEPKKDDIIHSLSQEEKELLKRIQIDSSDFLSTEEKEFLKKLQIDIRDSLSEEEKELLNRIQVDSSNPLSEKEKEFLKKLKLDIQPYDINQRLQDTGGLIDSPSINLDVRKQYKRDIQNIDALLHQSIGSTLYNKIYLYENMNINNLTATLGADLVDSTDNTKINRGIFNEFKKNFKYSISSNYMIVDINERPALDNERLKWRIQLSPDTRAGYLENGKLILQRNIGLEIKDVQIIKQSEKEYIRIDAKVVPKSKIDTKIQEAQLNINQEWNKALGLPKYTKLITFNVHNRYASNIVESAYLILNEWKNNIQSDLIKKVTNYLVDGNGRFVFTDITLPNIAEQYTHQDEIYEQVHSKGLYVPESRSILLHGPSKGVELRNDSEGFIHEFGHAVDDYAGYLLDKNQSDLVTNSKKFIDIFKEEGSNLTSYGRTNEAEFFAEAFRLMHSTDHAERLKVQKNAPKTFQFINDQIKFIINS
PfHsp40 rescue: restores yeast growth despite PfHsp40 toxicity; S. cerevisiae expressing PfHsp40, growth rescue, ATP luminescence; growth rescue, % at 12.5 µM; actives 0.68% (n = 340,000); in the data active = growth rescue above about 28%, passing the limit was not always enough; inconclusive = no clear call, values can overlap the other calls;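 note: yeast W303a lacking pdr1 and pdr3 grown in galactose medium; growth measured after three days at 30 °C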
TcdB GH inh: TcdB glycohydrolase inhibition. inhibition, % at 9.99 µM. actives 0.24% (n = 350,000). TcdB glycohydrolase enzymatic assay, plate reader. P18177. AID 652162; in the data active = inhibition above about 10%
BoNT-A LC inh2: blocks Botulinum neurotoxin A light chain protease. multiplex microsphere protease substrate cleavage, flow cytometry. inhibition, % at 10 µM. actives 0.17% (n = 360,000); note: plate controls were buffer without enzyme for full effect and enzyme alone for no effect
Yp Topo-I inh: blocks Yersinia pestis topoisomerase I activity; Y. pestis Topo-I cleavage product accumulation, plate reader; activity, % at 10 µM; actives 0.064% (n = 360,000); AID 504884; in the data active = activity above about 50%, passing the limit was not always enough; inconclusive = no clear call, values can overlap the other calls; note: inactives centre near 2
PriA SSB inh: inhibitors of Klebsiella pneumoniae PriA binding to SSB C-terminal tail; AlphaScreen SSBct-PriA binding, biotinylated peptide; inhibition, % at 33 µM; actives 0.6% (n = 430,000); in the data active = inhibition mostly above about 37%, no sharp cut-off; inactive = mostly below about 20%;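 note: plate controls were negative control peptide for no effect and reference peptide for full effect; strong numbers were not always called active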
Numbers without * were called inactive; i = inactive; ? = inconclusive; nt = no result given; & = joins results of further samples. Cut-off read from the data, not from the text of the source, unless noted: active = inhibition above about 30%; inconclusive = no clear call, values can overlap the other calls; inactive = below that.

no.	compound	3CLpro inhibitor	Vc quorum ag	PrPC TRFRET	Anthrax LF inh2	PfHsp40 rescue
1	O=C1CCCCN1CCC(=O)N1CCCC(Nc2ccccc2)C1 (stereo unspecified)	-2	-0.6	6	0	-1.8
2	COc1ccc(NC(=O)c2cc(C)cc(C)c2)cc1[N+](=O)[O-]	6	i	-2	3	-1.3
3	Cc1nc2ccccc2c(=O)n1NC(=O)c1ccc(Cl)c([N+](=O)[O-])c1	1	0.5	-15	-7	-2.2
4	CCOC(=O)c1ccccc1NC(=O)c1cn(-c2ccc(C)c(C)c2)c(=O)c2ccccc12	-1	i	6	2	-0.6
5	Cc1ccc(-n2nc3c(=O)n(CCCC(=O)NC4CCC(C)CC4)nc(C)c3c2C)cc1 (stereo unspecified)	-3	-0.3	8	0	-0.5
6	N#CC(=C1C=CC(=NO)C(Cl)=C1)c1ccccc1	nt	nt	1	2	nt
7	Cc1cc(C(F)F)nn1CC(=O)NCc1ccco1	0	-0.2	-4	0	-0.6
8	Cc1oc(C(=O)O)cc1COc1cccc2ccccc12	1	3.7	1	3	-1.6
9	NC(=O)c1sc2nc3c(c(-c4cccs4)c2c1N)CCCCC3	0	-0.6	-8	3	0.8
10	Cn1ncc(Cl)c1C(=O)Nc1ccc(Cl)cn1	1	i	0	5	1.2
11	CC(c1nc2ccccc2[nH]1)N(C(=O)C1=NNC(=O)CC1)c1ccccc1 (stereo unspecified)	nt	nt	3	-7	nt
12	COc1ccc(C(=O)n2nc(C)cc2Nc2ccccc2)cc1	5	i	-5	-4	0.0

no.	TcdB GH inh	BoNT-A LC inh2	Yp Topo-I inh	PriA SSB inh
1	3.0	-1.0	9	-1
2	3.7	0.0	2	7
3	1.5	-3.9	-6	10
4	nt	0.6	32	-10
5	0.1	-1.7	21	-5
6	0.5	-0.5	nt	nt
7	0.1	-0.1	3	2
8	-1.1	-2.2	4	-15
9	nt	-2.6	19	8
10	nt	-0.1	1	-2
11	0.9	1.3	nt	nt
12	nt	0.0	9	-9

4 structures from above, arranged by number of heavy atoms, ascending:
no.	compound	3CLpro inhibitor	Vc quorum ag	PrPC TRFRET	Anthrax LF inh2	PfHsp40 rescue
6	N#CC(=C1C=CC(=NO)C(Cl)=C1)c1ccccc1	nt	nt	1	2	nt
8	Cc1oc(C(=O)O)cc1COc1cccc2ccccc12	1	3.7	1	3	-1.6
11	CC(c1nc2ccccc2[nH]1)N(C(=O)C1=NNC(=O)CC1)c1ccccc1 (stereo unspecified)	nt	nt	3	-7	nt
4	CCOC(=O)c1ccccc1NC(=O)c1cn(-c2ccc(C)c(C)c2)c(=O)c2ccccc12	-1	i	6	2	-0.6

no.	TcdB GH inh	BoNT-A LC inh2	Yp Topo-I inh	PriA SSB inh
6	0.5	-0.5	nt	nt
8	-1.1	-2.2	4	-15
11	0.9	1.3	nt	nt
4	nt	0.6	32	-10

The results go on.
no.	compound	3CLpro inhibitor	Vc quorum ag	PrPC TRFRET	Anthrax LF inh2	PfHsp40 rescue
13	COc1ccc(N2C(=O)C3C(C2=O)C3(c2ccccc2)c2ccccc2)cc1 (stereo unspecified)	1	-0.4	10	-4	2.3
14	Cc1nnc(SCC(=O)NCc2ccccc2)s1	-4	-4.5	8	2	-0.3
15	COc1ccc(-n2cccc2/C=C2\C(=N)N3N=C(C(C)C)SC3=NC2=O)cc1	2	-0.3	-7	0	0.3
16	CCCC1O[C@@H]2C[C@H]3[C@@H]4CCC5=CC(=O)C=C[C@]5(C)[C@H]4[C@@H](O)C[C@]3(C)[C@]2(C(=O)CO)O1 (stereo partly specified)	-1	8.3	6	-4	1.8
17	CCOC(=O)N1CCN(C(=O)c2ccc(Cn3c(=S)[nH]c4cc(OCC)c(OCC)cc4c3=O)cc2)CC1	1	i	-4	3	0.9
18	COc1cccc(C2CC(c3cccs3)=NN2C(=O)CSc2nc3ccccc3s2)c1OC (stereo unspecified)	0	-0.3	-1	0	-0.4
19	COc1ccccc1NC(=O)C1=C(C)Nc2nnnn2C1c1ccncc1 (stereo unspecified)	-1	-0.4	-5	-2	-0.4
20	CCOc1cc(/C=N/NC(=O)c2nnn(-c3nonc3N)c2C)ccc1OCc1ccc(C)cc1	nt	-0.5	-2	2	nt
21	COc1ccc(C(=O)NC2CCc3ccccc32)cc1OC1CCN(C(C)=O)CC1 (stereo unspecified)	-2	-0.6	2	2	0.0
22	C[C@@H]1CN([C@@H](C)CO)C(=O)CCCn2nncc2CO[C@@H]1CN(C)C(=O)NC1CCCCC1	nt	i	-2	-2	nt
23	COc1ccc(NC(=O)c2ccc(CNc3c(NC4CCCCC4)c(=O)c3=O)cc2)c(OC)c1	-2	3.4	3&7	-2&-8	0.5&0.5
24	COc1ccc(Oc2cnc3ccccc3n2)cc1	4	-1.3	4	-1	-0.3

no.	TcdB GH inh	BoNT-A LC inh2	Yp Topo-I inh	PriA SSB inh
13	2.5	0.2	1	-17
14	nt	0.0	-1	-11
15	-2.4	0.0	8	18
16	1.1	-0.4	19	0
17	0.5	0.4	1	-1
18	1.2	-0.2	32	5
19	nt	-0.1	3	-2
20	1.1	-0.3	9	nt
21	0.8	0.0	9	-7
22	0.6&-1.2	-0.4	-2	nt
23	-0.1&2.7	0.3&-0.9	8&-8	-5&-7
24	0.2	0.3	0	-15

Further structures follow:
no.	compound	3CLpro inhibitor	Vc quorum ag	PrPC TRFRET	Anthrax LF inh2	PfHsp40 rescue
25	COc1ccc(CC(=O)OCc2nnc(-c3ccccc3)o2)cc1	1	-0.6	3	-4	-1.1
26	COc1ccc(S(=O)(=O)N2CCC(C(=O)NC(c3nc4ccccc4[nH]3)C(C)C)CC2)cc1 (stereo unspecified)	nt	-7.1	2	-7	-0.8
27	COc1ccc(NC(=O)c2ccc3nc[nH]c3c2)cc1	-2	i	5	2	-1.3
28	COc1ccc(/C(O)=C2/C(=O)C(=O)N(c3ccccn3)C2c2ccc(F)cc2)cc1 (stereo unspecified)	0	i	6	-15	-0.4
29	CC1(C)Cc2c(cnn2-c2cccc(F)c2)C(NC(=O)C2CCOCC2)C1 (stereo unspecified)	4	-0.6	-4	-5	-2.5
30	O=C(CSc1nc2ccccc2[nH]1)NCCN1CCCCC1	-3	-0.6	1	0	-0.8
31	OCCCc1nc2n(n1)C(c1ccccc1)C=C(c1ccc(F)cc1)N2 (stereo unspecified)	-2	0.3	-1	-2	0.8
32	Cc1ccccc1CNS(=O)(=O)c1c(C)[nH]c(C)c1C(=O)N1CCCCC1	0	i	-3	3	-0.5
33	CCOc1ccc(CCNC(=O)C2CCCN(c3nn4c(=O)cc(C)nc4s3)C2)cc1 (stereo unspecified)	2	i	-5	-2	1.6
34	O=C(CNCc1ccc(F)cc1)Nc1ccc(S(=O)(=O)N2CCOCC2)cc1	-3	-0.6	13	1	0.3
35	O=C(COC(=O)c1cc(S(=O)(=O)NCc2ccccc2)ccc1O)NCc1ccccc1	0	nt	0	-1	-0.5
36	COC(=O)c1ccccc1NC(=O)/C=C/c1cc(OC)c(OC)c(OC)c1	-2	5.0	-3	-2	0.6

no.	TcdB GH inh	BoNT-A LC inh2	Yp Topo-I inh	PriA SSB inh
25	1.3	-0.1	0	-6
26	-9.9	-1.3	-5	-2
27	0.5	2.6	-3	-10
28	0.3	0.1	8	nt
29	1.5	-0.6	-7	3
30	nt	-0.7	-3	-14
31	nt	0.0	6	-1
32	-0.4	0.8	-4	-6
33	nt	-1.1	3	-2
34	0.5	0.8	-8	-10
35	nt	0.4	4	-21
36	nt	-0.2	9	-12

Following part:
no.	compound	3CLpro inhibitor	Vc quorum ag	PrPC TRFRET	Anthrax LF inh2	PfHsp40 rescue
37	CCCCCCn1c(=O)n2n(c1=O)[C@@H]1CN(S(=O)(=O)c3ccc(C)cc3)C[C@]1(O)[C@@H](OC(=O)NCc1ccc(OC)c(OC)c1)C2	nt	-0.4	0	-1	nt
38	CC1CCN(CC(C)OC(=O)c2ccco2)CC1 (stereo unspecified)	1	-0.4	-6	0	0.1
39	COC(C)(C)[C@]12CC(O)(C(C)C)ON1[C@H]1CCCCC1N2O (stereo partly specified)	-4	-1.7	0	-2	-1.0
40	CCc1nnc2c(N(C)S(=O)(=O)c3ccc(C)cc3)nc3ccccc3n12	-4	i	4	0	2.0
41	O=C(NCCOc1ccccc1)C1CCC(=O)N(C2CCCCCC2)C1 (stereo unspecified)	-2	i	7	0	3.6
42	CC1(C)C2CC=C(/C=N/NC(=O)c3ccc(Cl)cc3)C1C2 (stereo unspecified)	1	-0.3	11	1	-1.0
43	O=C1OCC(CO)(CO)N=C1NNc1ccccc1[N+](=O)[O-]	2	-0.4	4	-9	2.0
44	COc1ccccc1CNS(=O)(=O)c1cc2c3c(c1)C(C)C(=O)N3CCC2 (stereo unspecified)	-3	i	1	0	-0.2
45	CCC(C)(NC(=O)c1ccccn1)C(=O)NC1CCCC1 (stereo unspecified)	5	-0.5	7	-3	0.4
46	Clc1cccc(-c2nnc(SCc3nc4ccccc4[nH]3)n2Cc2ccco2)c1	4	-0.3	7	-12	1.4
47	COC(=O)CN(C(=O)CSc1nnc(-c2cccc(OC)c2)o1)c1ccc(OC)cc1	-1	0.5	-6	-1	0.7
48	CCN(CC)CCOC(=O)CCc1cccc2ccccc12	0	-0.3	-1	2	0.8

no.	TcdB GH inh	BoNT-A LC inh2	Yp Topo-I inh	PriA SSB inh
37	1.8	0.4	5	nt
38	-0.1	0.9	7	-9
39	nt	0.7	-1	-18
40	-1.2	1.1	-2	-5
41	-1.5	-2.1	6	-18
42	2.0	-0.9	-1	nt
43	-11	0.0	6	4
44	1.8	-1.5	4	-16
45	1.2	0.4	1	-3
46	nt	-1.0	7	1
47	nt	-0.7	36	-4
48	nt	0.8	0	2

(list continues)
no.	compound	3CLpro inhibitor	Vc quorum ag	PrPC TRFRET	Anthrax LF inh2	PfHsp40 rescue
49	O=C(NCc1ccc(Cl)cc1)c1cc2c(s1)CS(=O)(=O)C2	4	-2.1	-1	-2	-0.5
50	COc1cccc(-c2nc(CS(=O)(=O)CC(=O)NCCCOC(C)C)c(C)o2)c1	1	-0.2	1	-4	1.6
51	CCCn1c(=S)[nH]c2cc(Cl)ccc21	-1	-0.5	-3	4	-0.5
52	Cn1ncc2c(O/N=C(\N)c3ccc(C(C)(C)C)cc3)ncnc21	1	i	nt	-5	73*
53	COc1ccc(C(c2nnnn2-c2c(C)cccc2C)N2CCC(n3c(=O)[nH]c4ccccc43)CC2)cc1 (stereo unspecified)	nt	nt	0	5	nt
54	CCc1cc(=O)oc2cc(OC(C)C(=O)NCc3ccccn3)ccc12 (stereo unspecified)	2	-0.3	10	4	0.6
55	COC(=O)c1[nH]c2c(c1C)C(=O)CC(c1ccccc1)C2 (stereo unspecified)	1	-1.2	11	2	-0.2
56	COC(=O)C1=C(c2ccc(Cl)c(C(F)(F)F)c2)C[C@@H]2CC[C@H]1N2C(=O)NCCO	nt	i	0	-3	0.0
57	CC1CCN(CCC(=O)N/N=C/c2ccc([N+](=O)[O-])cc2)CC1	4	i	-46	-3	-1.8
58	O=C1C(=NO)CC(c2ccccc2)N1c1ccccc1 (stereo unspecified)	nt	i	-2	-1	-0.5
59	O=c1c2c(nc3nc(SCc4ccccc4)[nH]n13)CCC2	0	-0.2	-2	-3	0.6
60	O=C(NC1CCN(Cc2ccccc2)CC1)C1CCN(S(=O)(=O)c2cccc3cccnc23)CC1	4	4.7	-1	-9	-1.0
61	Cc1oc(-c2ccccc2Cl)nc1CS(=O)CC(=O)NCCCN1CC(C)CC(C)C1 (stereo unspecified)	-1	-2.6	14	0	0.4

no.	TcdB GH inh	BoNT-A LC inh2	Yp Topo-I inh	PriA SSB inh
49	-1.6	0.2	-5	-15
50	nt	?	22	-14
51	1.2	1.1	1	3
52	nt	-1.5	2	nt
53	0.2	-1.9	nt	nt
54	1.3	-1.3	1	6
55	nt	0.4	6	-16
56	5.9	-0.1	0	-25
57	0.1	-0.6	-14	nt
58	0.4	-0.5	5	-7
59	nt	-1.6	-1	-7
60	1.6	0.3	5	-7
61	2.5	-1.2	3	-6

Only part of the results is shown (hit frequency here may not be typical).
